PHOSPHO1 inh: blocks human PHOSPHO1 phosphatase activity; recombinant PHOSPHO1, absorbance phosphatase assay; inhibition, % at 13.3 µM; actives 1.1% (n = 290,000); AID 1565; in the data active = inhibition above about 60%
Target sequence (Q8TCT1 whole entry, looked up): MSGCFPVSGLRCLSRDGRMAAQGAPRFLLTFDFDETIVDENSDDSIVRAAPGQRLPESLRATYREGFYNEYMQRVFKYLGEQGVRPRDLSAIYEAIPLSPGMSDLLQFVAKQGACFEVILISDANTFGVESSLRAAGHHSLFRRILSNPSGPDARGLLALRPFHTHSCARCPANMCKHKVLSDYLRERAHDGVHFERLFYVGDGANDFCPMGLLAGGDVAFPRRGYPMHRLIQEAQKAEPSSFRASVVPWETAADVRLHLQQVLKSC
GalR3 antagonist: antagonists of human GalR3. HEK293 GalR3-CNG cAMP membrane potential fluorescence; galR3 body fused to GalR1 C-terminus. inhibition, % at 3 µM. actives 0.44% (n = 360,000). AID 651719. O60755;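 active = inhibition above the screen-wide average plus 3 SD, cut at about 13% in these data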;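 note: forskolin and galanin both at EC90 stimulate the cells; cAMP rise reported by CNG channel membrane potential dye signal; 0% = forskolin plus galanin with DMSO and 100% = forskolin alone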
IMP-1 inhibitor: blocks Pseudomonas aeruginosa IMP-1 metallo-beta-lactamase. purified IMP-1, nitrocefin hydrolysis, epi-absorbance fluorescence. inhibition, % at 5.6 µM. actives 0.45% (n = 290,000). AID 1556;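 active = inhibition above the mean plus 3 SD of all compounds in the same screening run, cut at about 4.5% in these data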;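 note: 0% = IMP-1 with DMSO and 100% = DMSO wells lacking enzyme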
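System: purified recombinant IMP-1 beta-lactamase. Medium: Zinc- and detergent-supplemented HEPES buffer, pH 7.1. Compound: one 5.6 µM dose […]. Schedule: 15 min preincubation plus 25 min reaction at 25 °C. Technique: Epi-absorbance fluorescence, 480 nm excitation, 530 nm emission.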
GPR7 antagonist: antagonists of human GPR7 (neuropeptides B/W receptor 1); P48145; GPR7-expressing cells, fluorescence antagonist assay; inhibition, % at 4.4 µM; actives 1.1% (n = 290,000); AID 1861; in the data active = inhibition above about 16%, passing the limit was not always enough;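 note: cells stimulated with the agonist NPW; 0% = agonist with vehicle and 100% = vehicle without agonist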
V1aR counter: V1a receptor agonism, counter-screen for OXTR agonists; CHO-V1R cells, Fluo-8 calcium fluorescence, agonist mode; 0% DMSO, 100% 3 nM vasopressin; activation, % at 3 µM; AID 2797; actives 0.25% (n = 320,000);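 active = activation above the mean activation of all tested compounds plus 3 SD, per screening run, cut at about 20% in these data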;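 note: signal is peak over basal fluorescence ratio across a 100 second FLIPR read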
Target sequence (P37288 whole entry, looked up): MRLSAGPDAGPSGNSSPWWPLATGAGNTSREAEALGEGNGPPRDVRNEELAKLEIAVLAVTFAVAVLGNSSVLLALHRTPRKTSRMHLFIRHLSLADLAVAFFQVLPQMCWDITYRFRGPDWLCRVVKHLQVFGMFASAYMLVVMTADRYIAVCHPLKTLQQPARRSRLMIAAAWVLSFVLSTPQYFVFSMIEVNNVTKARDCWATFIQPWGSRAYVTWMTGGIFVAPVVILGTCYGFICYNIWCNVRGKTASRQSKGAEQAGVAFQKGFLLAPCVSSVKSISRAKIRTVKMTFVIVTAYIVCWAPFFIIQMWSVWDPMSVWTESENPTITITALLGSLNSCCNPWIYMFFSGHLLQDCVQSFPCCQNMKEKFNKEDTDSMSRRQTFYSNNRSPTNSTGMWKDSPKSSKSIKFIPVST
HCV NS3 hel inh: HCV NS3 helicase inhibition; NS3 helicase DNA unwinding, Cy5 molecular beacon fluorescence; inhibition, % at 10.9 µM; actives 0.56% (n = 290,000); AID 1800;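 active = inhibition above the mean of all tested compounds plus 3 SD, set per campaign, cut at about 35% in these data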;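 note: 0% = DMSO wells and 100% = thioflavine S control wells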
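System: HCV NS3 helicase fragment; control set: DMSO and thioflavine S; technique: Cy5 fluorescence at 0 and 60 min, beacon hairpin quenching; reagent: beacon DNA duplex substrate plus ATP; replicates: singlicate; schedule: 1 h reaction at 25 °C, ATP-initiated; medium: MOPS buffer pH 6.5 with MgCl2, DTT, Tween20, BSA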
VIM-2 inhibitor: blocks Pseudomonas aeruginosa VIM-2 metallo-beta-lactamase; purified VIM-2, nitrocefin hydrolysis, epi-absorbance fluorescence; actives 0.89% (n = 290,000); inhibition, % at 5.6 µM;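 active = inhibition above the mean of all tested compounds plus 3 SD, cutoff set per screening run, cut at about 7.5% in these data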;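 note: red hydrolysis product quenches plate fluorescence so inhibitors raise well fluorescence; 0% = enzyme with DMSO and 100% = DMSO without enzyme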
OXTR ag: activates the human oxytocin receptor | CHO-OTR cells, Fluo-8 calcium fluorescence; normalized: DMSO 0%, oxytocin 100% | actives 0.32% (n = 320,000) | activation, % at 3 µM;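 active = activation above the mean of all tested compounds plus 3 SD, cutoff set per screening run, cut at about 20% in these data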;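 note: peak over basal fluorescence ratio from a 100 s FLIPR kinetic read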
Target sequence (P30559 whole entry, looked up): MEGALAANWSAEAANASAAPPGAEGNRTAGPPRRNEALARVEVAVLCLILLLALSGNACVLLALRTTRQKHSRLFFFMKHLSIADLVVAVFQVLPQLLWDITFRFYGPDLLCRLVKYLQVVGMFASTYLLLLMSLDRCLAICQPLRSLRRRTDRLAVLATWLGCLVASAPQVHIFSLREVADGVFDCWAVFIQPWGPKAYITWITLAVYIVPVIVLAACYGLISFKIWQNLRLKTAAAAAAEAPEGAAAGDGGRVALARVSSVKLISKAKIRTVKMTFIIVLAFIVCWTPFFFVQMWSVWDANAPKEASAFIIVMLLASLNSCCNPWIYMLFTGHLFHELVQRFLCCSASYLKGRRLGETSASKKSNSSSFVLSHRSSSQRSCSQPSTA
DNA FID counter: displaces DNA intercalator in HCV helicase counter-screen; DNA fluorescent intercalator displacement, fluorescence; inhibition, % at 7.9 µM; actives 0.17% (n = 290,000); AID 1845; in the data active = inhibition above about 37%;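 note: 0% = vehicle and 100% = reference compound; higher means more ethidium bromide displaced from hairpin DNA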
* marks the source's active call; other numbers are inactive results; . = no result given.

SMILES	PHOSPHO1 inh	GalR3 antagonist	IMP-1 inhibitor	GPR7 antagonist	V1aR counter	HCV NS3 hel inh	VIM-2 inhibitor	OXTR ag	DNA FID counter
C=C1CCC[C@]2(C)C[C@H]3OC(=O)C(CNCCN(C)C)[C@H]3CC12 (stereo partly specified)	.	-13	-3.5	-4	0.8	-58	-2.4	-0.5	1
Cc1cc(C)c(C#N)c(N2CCN(CCOc3ccc(Cl)cc3)CC2)n1	2	-1	0.2	-10	-0.2	-17	0.9	-0.8	5
O=C(CCn1cnc2ccccc2c1=O)Nc1ccc2c(c1)OCCO2	-7	-5	-5.6	-9	1.6	11	-1.5	-0.2	-14
COc1ccc(N2CCOCC2)c(NC(=O)c2cccs2)c1	-18	-2	1.3	-22	-1.2	5	0.4	-1.1	-27
CC1=C(C(=O)Nc2cccc(C(=O)NC3CCCCC3C)c2)SCCO1 (stereo unspecified)	21	-8	0.6	-16	5.7	1	-1.4	4.6	-40
CCCCCOc1ccc(N2C(=O)C(C)CNC2=S)cc1 (stereo unspecified)	21	-10	-1.2	-3	-0.5	-5	-1.4	-1.8	-7
CC(C)(C)NC(=O)NC(=O)COC(=O)Cc1ccc(Cl)cc1Cl	16	-5	-2.7	-10	-0.4	-9	-2.5	-2.4	-17
C=CCN1C(=O)C2(c3ccccc31)C1CCCC=C1C(C#N)=C(N)C2(C#N)C#N (stereo unspecified)	4	-1	-1.9	-2	1.8	8	-0.9	0.4	-13
O=C(Nc1cccc2c1CCCC2)c1ccncc1	4	0	-4.1	-8	-0.5	1	-3.7	-0.5	-6
O=C(CSc1nc(-c2ccccc2)cs1)NCc1ccco1	4	1	-1.6	3	-1.5	3	-1.0	-2.3	-10
O=C(NC(CCl)c1ccccc1)c1ccc(Cl)cc1 (stereo unspecified)	20	2	-3.1	-3	0.6	-5	-4.1	3.1	11
Cc1ccc(C)c2c1cc(C)c1nnc(SCc3ccccn3)n12	10	4	-1.9	-14	-0.6	-5	0.8	-0.7	-14
CCN(CC)c1ccc(-c2nnc(SCC(=O)Nc3ccccc3C#N)n2-c2ccccc2)cc1	14	-3	-2.1	-13	-0.6	0	-2.8	-0.9	-9
Cc1cc(NC(=O)NC(=O)c2ccc(F)cc2F)n[nH]1	-26	-4	-3.1	-8	-0.1	-5	-2.9	0.2	4
CCOC(=O)c1cccc(NC(=O)CN2C(=O)C3CC=CCC3C2=O)c1 (stereo unspecified)	9	-3	-3.3	-15	0.5	-2	-1.8	-1.6	-8
Cc1ccc(-c2n[nH]c(S(C)(=O)=O)c2C#N)cc1	32	-7	-3.7	-14	0.5	-3	-2.7	1.6	-2
COc1cccc(-n2c(CN3CCN(c4ccccn4)CC3)nc3ccc([N+](=O)[O-])cc3c2=O)c1	0	-1	-0.5	-17	-0.4	-6	1.1	-0.2	-15
Cc1ccc(C)c(N2CCN(C(=O)c3ccc(CS(=O)Cc4cccc(Cl)c4)o3)CC2)c1 (stereo unspecified)	29	2	0.2	-13	5.6	-14	-0.2	4.1	-52
CC(Cc1cccs1)NC(=O)Nc1ccc(Cl)c(Cl)c1 (stereo unspecified)	9	-2	-3.9	-5	4.5	-2	-4.9	4.9	-3
COc1ccc([N+](=O)[O-])cc1N(CC(O)CN(C)C)S(=O)(=O)c1ccccc1 (stereo unspecified)	-1	-2	-0.7	-7	0.8	1	-2.2	-0.4	19
CCC(=O)Nc1nnc(/C=C/c2ccccc2)s1	27	-13	-3.1	3	2.7	6	-0.8	3.3	-12
Cc1ccccc1CNC(=O)CN1C(=O)c2ccccc2S1(=O)=O	40	-9	-0.2	-11	-0.5	-3	0.0	1.2	-1
Cc1ccc(S(=O)(=O)Nc2cc(NC(=O)CN3CCOCC3)ccc2Cl)cc1	0	-7	-5.8	-4	0.5	-2	-2.1	1.6	-8
Cn1cnc(S(=O)(=O)Nc2ccccc2C(=O)NCC2CC2)c1	38	-5	-3.7	3	-0.4	-19	-2.7	0.2	-2
CCS(=O)(=O)N1CCC(C(=O)NCc2ccc(OC)cc2)CC1	2	-2	-1.4	-6	0.7	-2	-0.8	1.1	7

Limited to GPR7 antagonist, OXTR ag and HCV NS3 hel inh, for 3 of the compounds above:
Molecule,GPR7 antagonist,OXTR ag,HCV NS3 hel inh
O=C(Nc1cccc2c1CCCC2)c1ccncc1,-8,-0.5,1
O=C(CSc1nc(-c2ccccc2)cs1)NCc1ccco1,3,-2.3,3
O=C(NC(CCl)c1ccccc1)c1ccc(Cl)cc1 (stereo unspecified),-3,3.1,-5

(list continues)
SMILES	PHOSPHO1 inh	GalR3 antagonist	IMP-1 inhibitor	GPR7 antagonist	V1aR counter	HCV NS3 hel inh	VIM-2 inhibitor	OXTR ag	DNA FID counter
Cc1cccc(NC(=O)CNCC(=O)Nc2cccc(C)c2C)c1C	20	-4	-2.6	16	1.2	-1	-5.2	-1.3	-13
CCOCCCNC(=O)C(NC(=O)Cc1cccs1)c1ccc(OC)cc1 (stereo unspecified)	36	5	-3.2	-10	0.1	0	-0.2	0.7	-7
CN(C)c1nc2c(N)ncnc2n1[C@H]1O[C@@H](CO)[C@H](O)[C@@H]1O	25	-8	-2.7	3	.	-2	-3.0	.	-5
COC(=O)c1ccc(-c2ccco2)n1Cc1nc(-c2ccc(OC)c(OC)c2)oc1C	-3	0	0.4	-4	0.7	23	1.4	-1.1	-18
C=CCNC(=O)C(=O)N/N=C/c1ccco1	-3	-6	-4.1	7	-1.2	-1	-3.9	-1.3	-2
CC(=O)c1c(C)oc2ccc(N(C(=O)c3ccncc3)S(=O)(=O)c3ccccc3)cc12	-21	1	-2.5	-12	1.2	-18	-0.8	-0.1	-17
Cc1nn(C(C)C(=O)NC2CCC(C)CC2)c(=O)c2nn(-c3ccccc3)c(C)c12 (stereo unspecified)	33	-7	-3.8	-14	0.9	4	-2.4	-0.8	-42
O=C1c2ccc3c4c(ccc(c24)C(=O)N1c1ccc(O)cc1)C(=O)N(c1ccc(O)cc1)C3=O	12	1	-3.4	-4	0.0	1	-0.1	1.1	0
O=C(CN1CCN(C(=O)c2ccco2)CC1)Nc1cccc([N+](=O)[O-])c1	10	-3	-2.9	-5	1.6	-3	-0.1	0.1	-4
CCn1cc(C(=O)NCCCOC(C)C)c(=O)c2cc(S(=O)(=O)N3CCCC3)ccc21	51	4	-0.1	8	-0.8	1	1.5	-0.1	-26
O=C(Nc1cccc(C(F)(F)F)c1)OCCN1CCN(Cc2ccccc2)CCC1=O	4	-2	-3.5	5	9.2	-12	-4.3	5.8	-13
CCC1(c2ccccc2)NC(=O)N(Cc2ccc(C(=O)OC)cc2)C1=O (stereo unspecified)	2	2	-5.4	-3	3.6	-1	-1.8	1.8	-11
O=C(Nc1nc2cc3c(cc2s1)OCCO3)c1cccc(S(=O)(=O)N2CCOCC2)c1	14	.	-2.6	-14	.	-43	-2.3	.	-15
Cc1onc(-c2c(F)cccc2Cl)c1C(=O)NCc1ccc2c(c1)OCO2	41	-5	-1.8	0	0.9	-4	-1.4	2.5	-9
CN(C)c1ccnc(Oc2ccc(Cl)cc2)c1C#N	42	-2	-1.4	3	0.2	-4	2.0	2.0	0
CCOc1ccc(NC(=O)C2C3CC/C=C\CCC32)cc1 (stereo unspecified)	43	-2	-4.0	-20	-0.3	8	-2.5	-2.4	0
COc1ccccc1N1CCN(C(=O)COc2ccc(C)cc2Br)CC1	6	-4	-2.5	0	2.5	-14	-1.1	0.5	-36
Cc1cc(C)cc(Oc2ccccc2/C=N\O)c1	-14	-1	-1.2	-17	0.6	-15	-1.4	-1.4	-7
CC(=O)Nc1ccc(S(=O)(=O)N(C)c2ccc(OCC(=O)OCC(=O)Nc3ccc(OC(F)F)cc3)cc2)cc1	39	2	-3.0	-7	0.7	6	-3.0	-0.3	-9
Cn1nnnc1SCc1nc2ccccc2[nH]1	6	-1	-2.7	-9	0.7	-1	-1.1	4.3	2
C/C(=N\NC(=O)CNC(=O)C(c1ccccc1)c1ccccc1)c1ccccc1	-24	1	-3.4	6	1.2	-2	-2.4	-1.5	-2
COC(=O)C1CC(c2ccc(Cl)cc2)=NO1 (stereo unspecified)	34	-4	-3.2	-11	0.2	3	-1.7	-1.1	3
CCCCCC(=O)NC(Cc1ccc(OC)c([N+](=O)[O-])c1)C(=O)O (stereo unspecified)	5	6	0.7	-7	-0.1	-7	1.9	-0.1	-2
CCCCN(C)C(=O)c1ccc2c(c1)N(CC)C(=O)c1ccccc1S2=O (stereo unspecified)	19	-10	-2.2	-7	-0.5	6	-0.6	-2.0	-17
CN(C)S(=O)(=O)c1ccc(C(=O)OC2CCOC2=O)cc1 (stereo unspecified)	24	-7	-2.7	0	1.1	22	0.2	1.1	-13

Next section:
SMILES	PHOSPHO1 inh	GalR3 antagonist	IMP-1 inhibitor	GPR7 antagonist	V1aR counter	HCV NS3 hel inh	VIM-2 inhibitor	OXTR ag	DNA FID counter
CCN(CC(=O)NCCc1ccc(F)cc1)Cc1nc2ccccc2c(=O)[nH]1	16	1	-0.3	-4	-0.3	5	-1.0	-0.9	-20
COc1ccccc1NC(=O)c1ccccc1-c1nc(-c2ccccc2OC)no1	6	-5	-3.5	-2	-0.7	-6	-1.3	-1.7	-26
NCCCC(=O)N1c2ccccc2Sc2ccccc21	-11	-5	-3.2	3	-0.8	-9	-2.4	0.3	9
CC1(C)CC(=O)C(CC(=O)NC(=O)NCc2ccccc2)=C(O)C1	12	-1	-1.0	-3	0.0	3	-2.3	-0.6	-5
O=C(NCc1cccs1)C1CCCN1C(=O)Nc1ccccc1Cl (stereo unspecified)	40	-8	-3.7	-10	-1.2	3	-1.3	-0.7	-2
Cc1ccc(S(=O)(=O)N(CC(=O)N2CCOCC2)c2ccc(Br)cc2)cc1	18	-9	-1.2	-12	2.3	-1	0.6	2.3	-28
O=C(NN1CCOCC1)c1ccccc1Br	30	-7	-0.9	-12	0.0	1	-1.6	0.4	-2
COc1ccc(N2CCN(C(=O)CSc3nnnn3-c3ccc4c(c3)OCCO4)CC2)cc1	-4	-1	-2.2	-10	8.3	-7	-1.5	5.0	-19
Cc1cc(OCc2cc(C(=O)N(C)C3CCOCC3)no2)cc(C)c1Cl	24	-6	-0.8	-15	6.8	-22	-1.4	7.2	-36
O=C1C(=O)N(CCCn2ccnc2)C(c2ccc(Cl)cc2)/C1=C(\O)c1ccc2c(c1)OCCO2 (stereo unspecified)	41	1	-2.6	6	0.1	14	-1.1	-0.2	-35
COc1ccc(S(=O)(=O)/C(C#N)=C/Nc2ccc(NC(C)=O)cc2)cc1	35	-12	0.2	-1	.	-1	1.5	.	-23
COc1nccc(Nc2ccccc2)c1C#N	-8	2	0.6	-6	-1.0	-3	-3.6	-2.0	-3
CCc1ccc(-c2cc(C(F)(F)F)n3nc(C(=O)Nc4cnn(Cc5ccc(C)cc5)c4)cc3n2)s1	-19	.	-6.5	-16	-0.5	9	-2.9	-0.5	-16
Cc1ccccc1NC(=O)c1oc(=O)c2ccccc2c1-c1ccccc1	0	4	-2.3	-7	-0.8	-6	-2.5	-1.1	-14
